# Source: PubChem (National Center for Advancing Translational Sciences (NCATS))
# Peg3 imprint = induces erasure of genomic imprints in mouse ES cells; Potency, µM (highest dose often 60.7 µM), for the others: top-dose activity change, positive = activation, most hits filed as activators; 110,000 compounds, 0.02% hits; mouse ES Peg3-LacZ reporter, beta-gal luminescence, 40 h;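 note: 0% = negative control wells on the plate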
#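 Gelatin-coated wells received 300 freshly trypsinized female ES cells with a Peg3LacZ-Neo reporter on the maternal allele, then incubated 40 hours at 37C. BetaGlo was added for 5 minutes at room temperature before a single luminescence read.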
# IkB signaling = suppresses IkB signaling in ABC-DLBCL reporter cells. ABC-DLBCL IkBa-CBG/CBR dual luciferase ratio, 4 h; response scale: scaled: untreated 0%, proteasome inhibitor 100%. Potency, µM (series often up to 57.1 µM), for inactives: top-dose IkBa stabilization activation. 110,000 compounds, 0.04% hits. AID 445; active = well fitted curve in the direction sought with a large enough effect in the signal ratio, not every such curve was filed as active; inconclusive = small, poorly fitted or top-dose-only effect, or a change in a side signal; the % refers to the signal ratio;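 note: the direction sought is a rising ratio; 0% = basal untreated cells and 100% = reference inhibitor full response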
#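 Luminescence ratio of IκBα-fused green versus native red beetle luciferase in OCI-Ly3 cells, 4 h post-doxycycline with compound; red signal alone, scaled from basal (0%) to zero light (-100%), flagged nonspecific or cytotoxic effects.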
# p53ts 32C kill = kills p53ts cells at the permissive temperature; H1299-p53A138V at 32C, ATP luminescence viability, 24 h; Potency, µM (titrated, usually from 46.1 µM), without a hit: at the highest dose activity change, negative = cytotoxicity, most hits filed as cytotoxic; 130,000 compounds, 0.93% hits;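 note: 0% = DMSO and -100% = full killing by reference compound; nearly all actives have a fitted effect of over 55% in size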
#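 Cells: H1299 p53ts (A138V), 600/well, pre-incubated 16–30 h at 37C. Cpd up to 46 uM, 24 h, 32C. Readout: ATPlite luminescence, 20 min RT. Normalization: DMSO vs tamoxifen 100 uM. AC50 by Hill equation.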
# p53ts 39C kill = cytotoxicity in p53ts cells at nonpermissive temperature; Potency, µM (series often up to 46.1 µM), for inactives: top-dose activity change, negative = cell killing, most hits filed as cytotoxic; 130,000 compounds, 1.5% hits; H1299-p53A138V viability at 39C, ATP luminescence, 24 h; AID 902; note: nearly all actives have a fitted effect of over 55% in size
# Active calls of the source: *; ? = inconclusive; . = not tested or not shown; & = joins results of further samples; [ ] = dose if it differs, or a comment. Unless noted, calls come from the whole dose curve; as a rule, active = well fitted curve in the direction sought with a large enough effect; inconclusive = small, poorly fitted or top-dose-only effect, or another doubt; inactive = no such curve, though single readings can be large; an effect the other way counts as inactive or inconclusive. Unless noted, % is set by controls: 0 for no effect and ±100 for the full control effect; potency is the fitted concentration of half-maximal effect. Compounds as they come. About 1.8% of those tested had a hit in this group.
No.	mol	Peg3 imprint	IkB signaling	p53ts 32C kill	p53ts 39C kill
1	CCCCOC(=O)C1=C(C)NC2(O)c3ccccc3C(=O)C12O (stereo not drawn)	4%	3.6%	-7%	-7%
2	CCCc1cc(=O)n2[nH]c(NCc3c(F)cccc3Cl)nc2n1	-3%	5.7%&-1.7%	?	14%&5%
3	COc1ccc(NC(=O)Nc2cccc(C)n2)c(OC)c1	1%[10.9 µM]	-1.0%	0%	-2%
4	c1ccc2c(Oc3ccc4c(c3)OCO4)nncc2c1	-69%[inhibitor]	0.2%	?	?
5	Cc1ccc(-n2nc3cc(C)c(NC(=O)COc4ccccc4)cc3n2)cc1	-8%[10.9 µM]	-1.2%	0%	-18%
6	CCOC(=O)c1ccc(NS(=O)(=O)c2ccc3c(c2)CCCN3C(C)=O)cc1	-21%	2.7%	-4%	-9%
7	CC(=O)c1cccc(-n2nnnc2SCC(=O)Nc2ccccc2N2CCCCC2)c1	.	9.4%	4%	-30%
8	Cc1ccccc1OCCn1cnc2c(N)ncnc21	.	.	-12%	-2%
9	CC(=O)N1CCc2c(sc3c2c(=O)n(-c2ccccc2Cl)c(=O)n3C)C1	?	3.8%	-2%	-14%
10	O=c1c2cccnc2n(Cc2ccccc2F)c(=O)n1Cc1ccc(F)cc1	14%[10.9 µM]	?	12%	-19%
11	CCCOc1ccc2oc(=O)c3c(c2c1)CCCN3C(=O)CN1CCc2ccccc2C1	-20%	?	-6%	-4%
12	CCOc1cccc(Nc2nn(-c3ccc(OC(F)(F)F)cc3)nc2C(C)=O)c1	-9%[10.9 µM]	?	5%	-9%
13	COc1ccc2nc(N3CCCC3)c(C#N)cc2c1	-9%	-1.8%	-16%	-16%
14	CCCNC(=O)N1CCN(S(=O)(=O)c2ccc(C)cc2)CC1	6%	-0.7%	11%	4%
15	NCCn1c(=O)c(CCc2ccccc2)nc2cncnc21	0%	1.4%[11.4 µM]	2%	19%
16	CCN(CC)C(=O)CN1CCN(c2ccccc2F)CC1	-2%	-0.8%	2%	6%
17	Cc1oc2cc3c(C(=O)N4CCCCC4)c(C)oc3cc2c1C(=O)N1CCCCC1	-7%	?	-1%	-6%
18	CCN(CC)S(=O)(=O)c1ccc(C(=O)Nc2nc3c(Cl)cc(Cl)cc3s2)cc1	-11%[10.9 µM]	11%	13%	-7%
19	CCOC(=O)Nc1cccc(OCC(=O)Nc2ccc(OC)cc2OC)c1	?	?	-5%	-5%
20	O=S(=O)(c1ccccc1)N1CCN(c2nnnn2-c2ccccc2)CC1	-9%	1.2%	11%	6%
21	CCOc1ccccc1NC(=O)c1cc2cc(C)ccc2n1C	4%[10.9 µM]	-1.8%	5%	-1%
22	CCCCn1c(C(C)NC(=O)CC)nc2ccccc21 (stereo not drawn)	5%	3.6%	11%	-4%
23	COc1ccc(-c2nc(SCC(=O)NC3CCCC3)c(-c3ccc(C)cc3)[nH]2)cc1OC	-9%[10.9 µM]	?	0%	-12%
24	COc1ccc(S(=O)(=O)Nc2cc(C)on2)cc1OC	4%	-0.1%	1%	3%
25	CCOCCCN(C(=O)Nc1ccc(CC)cc1)C1CCN(C(C)=O)CC1	-1%	2.3%	10%	1%
26	CCOC(=O)CC(=O)CSc1nc2ccccc2c(=O)n1CCc1ccc(S(N)(=O)=O)cc1	-11%[10.9 µM]	?	-4%	12%
27	CCN(Cc1ccccc1)Cc1c(O)ccc2c(=O)c(-c3ccccc3Cl)c(C(F)(F)F)oc12	10%[10.9 µM]	9.6%	11%	-14%
28	CC(C)CN(CCNC(=O)c1cc(-c2ccc(Cl)s2)nc2ccccc12)CC(C)C	-13%[10.9 µM]	-2.7%	8%	6%
29	NC(=O)c1ccc[n+]([C@@H]2OC(COP(=O)([O-])OP(=O)(O)OCC3OC(n4cnc5c(N)ncnc54)C(O)C3O)C(O)C2O)c1 (stereo partly drawn)	-5%	.	12%	1%
30	O=C(Nc1ccc(OC(=O)c2ccco2)cc1)c1ccco1	-14%	-0.1%	1%	0%

# Structural class: the compounds so far with a furan ring, fused or not.
No.	mol	Peg3 imprint	IkB signaling	p53ts 32C kill	p53ts 39C kill
17	Cc1oc2cc3c(C(=O)N4CCCCC4)c(C)oc3cc2c1C(=O)N1CCCCC1	-7%	?	-1%	-6%
30	O=C(Nc1ccc(OC(=O)c2ccco2)cc1)c1ccco1	-14%	-0.1%	1%	0%

# 3 entries already listed, arranged by the number in Peg3 imprint, rising.
entry	structure	Peg3 imprint
16	CCN(CC)C(=O)CN1CCN(c2ccccc2F)CC1	-2%
25	CCOCCCN(C(=O)Nc1ccc(CC)cc1)C1CCN(C(C)=O)CC1	-1%
22	CCCCn1c(C(C)NC(=O)CC)nc2ccccc21 (stereo not drawn)	5%

# Additional entries:
No.	mol	Peg3 imprint	IkB signaling	p53ts 32C kill	p53ts 39C kill
31	CCOC(=O)N/N=C1/C[C@@H](O)[C@@H](O)[C@@H]2[C@H]3C(=O)N(c4ccc(F)cc4F)C(=O)[C@@H]3CC[C@@H]12	.	.	7%[9.22 µM]	9%[9.22 µM]
32	Cc1sc(NC(=O)c2ccco2)c(C(c2cccnc2)N2CCN(c3ccc(F)cc3)CC2)c1C (stereo not drawn)	-22%	3.5%	19%	5%
33	Cc1cccc(C)c1NC(=O)C1CCCN(S(=O)(=O)c2c(C)noc2/C=C/N(C)C)C1 (stereo not drawn)	-6%[10.9 µM]	?	4%	-2%
34	CCOC(=O)C1CCCN(C(=O)Cn2ncc3c(C)n(Cc4ccc(F)cc4)c(C)c3c2=O)C1 (stereo not drawn)	-12%[10.9 µM]	1.5%	2%	-7%
35	COc1c2c(nc3ccccc13)OC(C(C)(O)COC(C)=O)C2 (stereo not drawn)	-4%	-1.0%	8%	-1%
36	COc1ccc(CCNC(=O)CCN2N=C(c3ccccc3)CCC2=O)cc1OC	-4%[10.9 µM]	-2.8%	7%	8%
37	CCN1CCCC1Cn1cnc2c([nH]c3cccc(Cl)c32)c1=O (stereo not drawn)	-4%	-1.0%	-2%	-12%
38	C=CCn1c(NCCO)nc2c1c(=O)n(C)c(=O)n2C	-36%[inhibitor]	0.3%	0%	2%
39	O=C1CN(C(=O)c2ccc(S(=O)(=O)N3CCCCC3)cc2)C(c2ccc(F)cc2)c2cc(Br)ccc2N1 (stereo not drawn)	-6%[10.9 µM]	?	2%	-5%
40	COc1cc2c(cc1OC)n(CC(=O)c1ccc(F)cc1)c(=O)n1nc(CCn3nc(C)cc3C)nc21	-12%[10.9 µM]	1.1%	6%	?
41	CCCCNc1nc(Oc2ccc(=O)n(C)n2)nc(N2CCOCC2)n1	-16%[10.9 µM]	?	2%	-19%
42	CC(C)(C)OC(=O)N1CCC(c2c(C(=O)N3CCN(c4ccccc4F)CC3)cnn2-c2ccccc2Cl)CC1	-9%[10.9 µM]	?	14%	12%
43	Cc1ccc(NC(=O)CCN2C(=O)CSC2=O)c(C)c1	.	.	6%	14%
44	Cc1ccc2c(c1)c1c(n2CC(O)Cn2c(C)nc3ccccc32)C(=O)CCC1 (stereo not drawn)	-14%	-4.1%	15%	7%
45	CCOC(=O)c1ccc(CNC(=O)Cn2nnc(-c3ccc(C)cc3)n2)o1	18%	1.4%	3%	-6%
46	CCC(CC)NCc1ccc(OC)cc1OC	-3%	-1.0%	-8%	3%
47	C=CCNC(=O)c1ccc(C)c(Br)c1	-18%	-0.4%	1%	3%
48	Cc1n[nH]c(C)c1N1C(=O)c2cccc3c(N4CCCCCC4)ccc(c23)C1=O	-13%	?	25%	30%
49	CCOCCn1c(N2CCN(c3ccc(OC)cc3)CC2)nc2c1c(=O)[nH]c(=O)n2C	-7%	0.0%	1%	1%
50	CCc1c(C(=O)NCc2cnn(C)c2)csc1C	-14%	6.0%	8%	10%
51	COc1ccccc1CNC(=O)C1CCN(S(=O)(=O)N2CCCCC2)CC1	3%	2.6%	1%	-4%
52	Cc1cc(C)c(NC(=O)c2sc3nc(C)cc(C)c3c2N)c(C)c1	10%[10.9 µM]	0.1%	0%	21%
53	O=C(Cn1cnc2c(oc3ccccc32)c1=O)NCCc1ccccc1	-3%	-0.4%	-3%	3%
54	COc1ccccc1-n1cc(C(=O)NCC(=O)N2CCN(c3ccccc3)CC2)c2ccccc2c1=O	-17%	0.1%	13µM*	13µM*
55	Cc1cccc(Nc2ncc3c(n2)CC(c2ccco2)CC3=O)c1 (stereo not drawn)	-22%	-0.4%	1%	3%
56	C=CCOc1ccc(CNc2nn[nH]n2)cc1	.	2.7%	-3%	3%
57	Cn1c(=O)oc2cc(S(=O)(=O)NCCN3CCc4ccccc4C3)ccc21	-12%	-1.3%	3%	7%
58	Cc1ccc(NC(=O)C2CCN(C(=O)c3cnn(-c4ccccc4)c3-n3cccc3)CC2)cc1Cl	-11%[10.9 µM]	?	19%	-13%
59	COC(=O)c1nc2n(n1)C(c1cc(OC)ccc1OC)C(C(=O)OC1CCCCC1)=C(C)N2 (stereo not drawn)	-6%	2.4%	10%	15%
60	NC(=O)CSc1ncc2c(n1)-c1ccccc1N(Cc1ccc(Cl)cc1)S2(=O)=O	-8%[10.9 µM]	-0.1%	-9%	-29%
61	CCC(=O)N1CCc2cc(CNC(=O)c3ccc(OC)cc3)ccc21	13%[10.9 µM]	0.8%	13%	-8%
62	O=C(NCC(c1cccnc1)N1CCN(c2ccc(F)cc2)CC1)c1ccc2c(c1)OCO2 (stereo not drawn)	-27%	0.3%	-6%	-16%
63	c1ccc(N2CCN(CCCOc3ccc4c(c3)OCO4)CC2)cc1	-14%	-0.5%	-16%	-11%
64	CCn1nc(CCC(=O)O)c2ccccc2c1=O	.	.	6%	-11%
65	COc1cccc(-n2c(SCC(N)=O)nc3c([nH]c4ccccc43)c2=O)c1	-12%	0.9%	-8%	10%
66	CC1(C)CC(=O)C2=C(C1)N(Cc1ccco1)C(=O)NC2(C(F)(F)F)C(F)(F)F	5%	-1.4%	-3%	11%
67	O=c1c2c(ncn1CCO)nc1n2CCC1	.	.	-3%	0%
68	CCOC(=O)C1CCN(C(c2ccc(C)cc2)c2c(O)cc(C)n(CCOC)c2=O)CC1 (stereo not drawn)	-7%[10.9 µM]	0.2%	3%	8%
69	Cc1cc(C)cc(NC(=O)CCN2C(=O)c3ccccc3Sc3ncccc32)c1	-18%[10.9 µM]	-0.1%	0%	-3%
70	CNS(=O)(=O)c1cccc(C(=O)OCc2cc(Cl)cc3c2OCOC3)c1	-10%	?	8%	9%
71	Cc1ccc(C)c(/C(O)=C2\C(=O)C(=O)N(CCCN(C)C)C2c2cccnc2)c1 (stereo not drawn)	5%	1.4%	5%	-11%
72	COc1ccc(Oc2ncc3nc(C)c(=O)n(C[C@H]4CCCO4)c3n2)cc1	-4%	0.2%[11.4 µM]	9%	13%
73	CCC(C)NC(=O)Cn1c(=O)n(-c2ccccc2)c(=O)c2ccc(C(=O)NCc3ccco3)cc21 (stereo not drawn)	-3%	0.7%	-3%	-7%
74	CCOC(=O)c1scc(-c2ccc(C)cc2)c1S(=O)(=O)Nc1cccc(CC)c1	-19%[10.9 µM]	-1.1%	8%	5%
75	COc1ccc(CC2S/C(=C(\C#N)C(=O)NCc3ccco3)N(c3ccc(C)cc3)C2=O)cc1 (stereo not drawn)	-19%	7.0%	-4%	-5%
76	O=C(CSc1nnc(CCCO)n1-c1ccccc1)NCCc1ccccc1	-10%	-0.5%	5%	4%
77	CCOc1ccccc1N(CC(=O)Nc1ccccc1C(=O)O)S(C)(=O)=O	1%	5.1%	-8%	8%
78	Cn1c(SCC(=O)NCc2cccs2)nnc1-c1ccc(S(=O)(=O)N2CCCC2)cc1	-5%	-0.1%	7%	-7%
79	CCOC(=O)C1CCN(C(=S)Nc2cc(C)ccc2C)CC1	.	.	1%	-7%
80	COc1ccc(NC(=O)Cn2c(=O)n(Cc3nc(-c4ccccc4)no3)c(=O)c3cc4c(cc32)OCO4)cc1Cl	19%[10.9 µM]	-2.7%	2%	0%
81	COc1ccc(-c2nc3ccc(NS(C)(=O)=O)cc3o2)cc1	-17%[10.9 µM]	-3.1%	?	-25%
